Screening data from PubChem BioAssay.
iPSC survival up: hiPSC single-cell survival enhancement | ATPlite luminescence; 100% = ROCK inhibitor wells, 0% = DMSO | survival enhancement, % at 20 µM | actives 0.044% (n = 360,000); in the data active means survival enhancement above about 18%;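 further: cells exposed to compounds for 16 hours before the ATP read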
aDG glyco act: alpha-DG glycosylation activation | AID 624168 | actives 0.22% (n = 360,000) | activation, % at 10 µM | Pro5-aDG cells, alpha-DG glycosylation AlphaScreen (IIH6); 0% Pro5, 100% B10-LARGE cell signal;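 active means activation of at least 8% versus controls, or a plate z-score of at least 8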;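 further: Pro5 are CHO cells carrying HIG-tagged alpha-DG that lacks glycosylation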
HIF-2a inh: blocks HIF-2a reporter activity. actives 0.72% (n = 360,000). AID 624352. inhibition, % at 18.8 µM. 786-0 RCC cells HIF-2a reporter, luciferase luminescence, overnight;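 active means inhibition of the luminescence signal of 40% or more relative to plate controls, in a single-dose primary screen at 18.75 µM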
TWEAK Fn14 block: blocks TWEAK-Fn14 interaction in a reporter cell assay; actives 2% (n = 360,000); TWEAK-stimulated Fn14 reporter cells, luciferase luminescence, 8 h; AID 1159606; inhibition, % at 10 µM; in the data active means inhibition above about 50%
Shn3 3UTR inh: inhibitors of Schnurri-3 3'UTR reporter in osteoblasts; Clone20 osteoblast Shn3 3'UTR firefly luciferase, 24 h; inhibition, % at 12.5 µM; actives 0.52% (n = 360,000); AID 588674;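 active means mean inhibition of at least 75% with every replicate also reaching 75%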;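 further: 0% = median of neutral control wells and 100% = pilot-screen positive control compound; some compounds past the cut are filed as inactive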
NR2E3 ag-1: human photoreceptor-specific nuclear receptor agonism; inhibition of corepressor binding, % at 3.98 µM; Q9Y5X4; CHO-S Gal4-NCOR/VP16-NR2E3 two-hybrid, luciferase; AID 602229; actives 0.35% (n = 360,000);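 active means inhibition above the mean of all tested compounds plus 3 SD, cut at about 70% in these data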;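 further: 0% = DMSO with NR2E3 transfected cells and 100% = cells lacking NR2E3 construct; higher means lower luciferase signal from less NR2E3 corepressor binding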
Target sequence (Q9Y5X4 whole entry, looked up, the tested form may be a part): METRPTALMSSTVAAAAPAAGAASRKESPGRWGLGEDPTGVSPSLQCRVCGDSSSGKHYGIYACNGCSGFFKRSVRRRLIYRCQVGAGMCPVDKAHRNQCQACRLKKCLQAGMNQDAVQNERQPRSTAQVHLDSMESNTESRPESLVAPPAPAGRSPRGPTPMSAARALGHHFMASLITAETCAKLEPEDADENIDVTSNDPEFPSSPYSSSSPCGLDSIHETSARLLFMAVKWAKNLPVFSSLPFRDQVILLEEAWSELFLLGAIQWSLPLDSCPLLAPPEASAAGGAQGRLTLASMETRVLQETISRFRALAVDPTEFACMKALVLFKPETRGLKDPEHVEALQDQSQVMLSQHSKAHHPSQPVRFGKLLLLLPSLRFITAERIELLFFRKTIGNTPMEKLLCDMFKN
CF NFkB block: inhibitors of cystic fibrosis induced NF-kB; KKLEB NF-kB-GFP reporter, PAF-induced, GFP fluorescence overnight; actives 0.86% (n = 360,000); inhibition, % at 5 µM; AID 588850;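 active means at least 50% inhibition at 5 µM, scaled per plate between neutral and stimulator controls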;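 further: PAF is a Pseudomonas aeruginosa culture filtrate used as stimulus; plate controls were PAF-stimulated DMSO wells for no effect and unstimulated DMSO wells for full effect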
TRPM1 prom inh: MITF TRPM1 promoter inhibition in SK-MEL-5 cells. actives 0.83% (n = 330,000). SK-MEL-5 TRPM1 promoter luciferase, 24 h. inhibition, % at 12.5 µM;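 active means mean inhibition across replicates of 60% or more, whatever share of single replicates reaches that level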; further: values of inactives mirror those of a sister screen read the other way
NR2E3 ag-2: activates human photoreceptor nuclear receptor NR2E3; Q9Y5X4; GST-NR2E3/biotin-RetCOR TR-FRET, 1536-well; inhibition of corepressor binding, % at 4.78 µM; actives 0.12% (n = 320,000); AID 2300;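 active means percent inhibition above the cutoff of mean plus 3 SD of all tested compounds, set per screening campaign, cut at about 20% in these data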;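 further: 0% = DMSO wells and 100% = biotin wells as full block of FRET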
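Format: 1536-well format; test system: GST-NR2E3 and biotin-RetCOR proteins; read-out basis: percent inhibition of TR-FRET ratio; timing: 5 h incubation at 4 °C; detection: time-resolved FRET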
KKLEB tox: CF airway cell cytotoxicity counter-screen; KKLEB CF airway cells viability, ATPlite luminescence, overnight; active compounds read low; cells stimulated with P. aeruginosa culture filtrate; actives 0.36% (n = 360,000); activity change (cytotoxicity), % at 5 µM; AID 602141;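 active means corrected activity change at or below -50% at 5 µM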
Peg3 promoter: inhibitors of Peg3 promoter; HeLa PEG-Prom luciferase reporter, luminescence, overnight; inhibition, % at 20 µM; actives 1.7% (n = 360,000);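 active means inhibition of at least 50% at 20 µM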
The depositor's hits bear a star; · = not tested or not shown. Compounds were not picked by outcome; any-hit rate near 4.4%.

SMILES	iPSC survival up	aDG glyco act	HIF-2a inh	TWEAK Fn14 block	Shn3 3UTR inh	NR2E3 ag-1	CF NFkB block	TRPM1 prom inh	NR2E3 ag-2	KKLEB tox	Peg3 promoter
S=c1[nH]nc(-c2cc3c(s2)-c2ccccc2CC3)o1	4.0	0.1	-224.4	-36.1	-47.0	-71.8	-14.8	-16.0	2.2	9.4	-154.5
CCCCn1c(N)c(N(CC)C(=O)c2cccc(C)c2)c(=O)[nH]c1=O	0.0	0.1	6.8	-15.5	-0.6	-17.3	9.6	-0.7	0.9	2.0	7.3
CCN(C(=O)CN1C(=O)S/C(=C\c2cccc(Cl)c2)C1=O)C1CCS(=O)(=O)C1 (centres undefined)	-0.4	0.2	20.9	16.4	3.6	5.9	6.1	-3.6	-0.5	-13.9	14.5
COc1ccc(OC)c(NC(=O)CNC(=O)Cn2c(C)cc3ccccc3c2=O)c1	0.4	-0.1	16.5	2.2	13.1	39.7	-1.9	3.9	-0.2	-3.8	15.4
Cc1ccc(S(=O)(=O)NC(=O)Nc2c(C)n(C)n(-c3ccccc3)c2=O)cc1	-0.2	-0.1	8.6	10.4	-27.9	-2.8	-9.1	1.4	-2.1	0.1	11.8
COc1ccc2c(c1)[nH]c1c(=O)n(CCN3CCCC3)cnc12	2.0	0.5	-12.8	-5.2	4.6	-31.8	-1.7	1.9	0.8	5.5	0.7
O=C(Nc1ccnn1C1CCN(Cc2cc(Cl)ccc2O)CC1)C1CC1	1.5	0.2	10.3	1.4	-4.6	14.7	0.7	4.0	1.3	3.8	-13.2
COc1ccc(CN2CCN(C3CCSCC3)CC2CCO)c(C)c1C (centres undefined)	-0.6	-0.4	16.4	-1.2	-22.9	-21.6	-9.0	-2.6	1.7	-10.4	10.2
O=[N+]([O-])c1ccc(S(=O)(=O)N/N=C/c2cccs2)cc1	-0.8	0.1	13.8	-0.1	3.1	-1.1	-8.6	10.1	-1.2	-3.2	-12.9
CN(CC(=O)Nc1ccc(F)cc1)C(=O)CSc1ncccn1	-0.5	-0.3	2.8	5.0	4.8	-17.3	-7.1	-1.7	2.4	8.5	10.1
CCCCc1ccc(-c2ccc(C)cc2O)nc1	-2.0	0.4	-248.7	32.9	-123.4	-80.8	-18.0	-96.2	1.4	-17.9	-259.9
NC(=O)C(C1=CCCCC1)c1ccccc1 (centres undefined)	3.0	-0.2	3.4	-20.0	-7.2	1.0	-1.6	5.9	·	10.0	2.9
CCOCCCNC(=O)CS(=O)(=O)Cc1nc(-c2cccc(OC)c2)oc1C	6.1	0.1	3.4	-4.1	-30.2	13.7	-14.8	13.3	2.8	10.0	16.6
COc1ccc(/C=C/c2noc(-c3ccccc3OC(C)=O)n2)cc1	0.6	-0.1	-246.9	48.5	-12.2	-108.9	-5.8	-10.4	-0.6	-18.0	-196.0
Cc1ccc(C2=NS(=O)(=O)N(C)C(C(=O)NC(C)c3ccccc3)=C2)cc1 (centres undefined)	0.0	-0.2	-9.9	-1.9	-2.0	1.9	-2.4	·	3.7	-12.4	1.8
N#Cc1ccsc1NC(=O)CN1CCN(S(=O)(=O)c2cc(Cl)ccc2Cl)CC1	5.0	0.1	8.5	-5.7	4.9	-20.3	15.8	2.6	2.3	-6.8	17.0
Cc1ccc(S(=O)(=O)NCC(=O)OCc2nnc(-c3ccccc3)o2)cc1	-0.4	0.0	-5.7	5.7	-9.1	4.7	4.3	-5.4	0.0	1.1	6.4
CN1CCC(OC(=O)c2ccccc2)CC1	3.1	0.1	4.9	5.4	-6.6	12.7	0.1	-0.8	-0.2	6.8	6.3
CCOC(=O)C1CCCN(c2ncnc3c2cnn3-c2ccc(OC)cc2)C1 (centres undefined)	1.3	0.1	-59.5	16.9	-13.1	-43.7	0.2	-2.9	1.3	4.7	-98.6
N#Cc1nc(COc2ccccc2)oc1NCCN1CCOCC1	-0.3	-0.3	-0.9	-29.9	-6.7	-4.8	-4.0	-12.3	1.9	0.5	-13.9
Cc1nn2c3ccccc3n(CCN3CCCCC3)c2nc1=O	3.2	0.3	0.9	13.3	12.6	-0.2	-10.8	3.6	3.2	2.1	11.9
O=c1cc(-c2ccccc2)nc(/C=C/c2ccccc2)[nH]1	0.1	0.0	-4.1	-8.9	·	-5.7	38.4	5.3	1.3	-25.0	14.8
CC(C)[C@H](NC(=O)C1CCN(S(=O)(=O)c2ccc(F)cc2)CC1)C(=O)NCc1ccncc1	-0.4	0.0	5.2	12.8	-4.9	3.5	14.4	-3.3	-2.3	-0.1	6.2
CCOc1ccccc1Nc1nnc(SCC(=O)NC2CC2)s1	0.0	0.3	6.3	-15.7	-0.1	-21.2	-8.6	7.4	·	-0.5	12.9
O=C(CN1CCOCC1)N1CCN(c2ccc([N+](=O)[O-])cc2)CC1	-0.5	-0.1	13.6	11.1	55.4	5.9	-12.0	-10.9	0.4	5.1	10.1
Cc1ccc(-c2nc(CCNC(=O)c3ccco3)cs2)cc1	-0.2	-0.1	-23.9	-17.8	6.8	-75.1	-12.2	-9.8	1.4	-4.6	-11.0
CCCNC(=O)C(=O)NCC1CCCN1CC (centres undefined)	1.0	-0.2	19.6	4.2	-7.3	-20.9	-2.6	-5.1	1.0	-8.5	2.2
O=C(Cn1c(-c2ccccc2)noc1=O)Nc1ccc(S(=O)(=O)N2CCOCC2)cc1	-1.7	-0.2	-6.2	-2.2	-2.0	-12.0	-4.6	-7.8	4.8	-1.8	8.6
O=S1(=O)CC(N2CCCCC2)CN1Cc1cn(Cc2cccc(Cl)c2)nn1 (centres undefined)	-0.5	0.1	6.6	5.1	·	-4.6	·	·	·	·	·
COc1ccc(/C=C/c2ccc(=O)n(Cc3ccccc3)n2)cc1	-0.1	0.6	-13.5	-7.1	-6.5	-9.6	9.5	3.7	2.0	2.6	-0.1
COc1ccc(OC)c(NC(=O)CCN2CCCCCC2)c1	-3.7	0.0	4.5	-5.4	2.3	-6.5	-0.7	3.9	4.4	-2.0	5.2
CN1\C(=C/C=C/C=C/C=[N+](C)C)C(C)(C)c2ccccc21	-2.3	0.9	5.2	15.7	89.4*	-10.5	-4.9	59.0	·	17.1	32.5
CCNC(=O)N1c2ccccc2Sc2ccccc21	-0.7	0.4	28.4	17.5	14.6	13.1	-15.2	-7.3	3.6	3.0	24.2
COc1ccc2nc(Nc3nc(C)c(CCC(C)C)c(=O)[nH]3)nc(C)c2c1	-2.2	0.2	-65.4	-44.8	23.8	2.6	-15.3	14.9	2.9	-4.3	4.8
CC(C)CN(C(=O)CN1CCC(C)CC1)c1c(N)n(CC(C)C)c(=O)[nH]c1=O	0.0	0.2	16.2	22.7	-3.3	9.1	6.2	3.4	2.0	-6.4	10.8
C=C1C(=O)O[C@H]2C1CC[C@@](C)(O)C13C=CC(C)(C21)C1(C3)C(=O)O[C@@H]2C3C(C)=CCC3[C@](C)(O)C[C@H](OC(C)=O)C21 (some centres undefined)	-4.5	0.5	8.1	-11.6	-17.9	-32.1	2.4	5.2	1.8	11.6	14.9
CCc1nc(NCc2ccccn2)c2oc3ccccc3c2n1	-2.5	3.5	-7.1	33.3	77.9	39.5	12.4	10.0	1.9	0.4	-1.3
CCOCCCNC(=O)NC(=O)CN1CCN(S(=O)(=O)c2ccc3c(c2)OCCO3)CC1	-0.8	-0.1	-2.0	3.3	-22.4	-3.7	11.2	-17.2	1.4	2.6	-11.7
C=CCc1ccccc1OCCNCCCOC	-0.7	0.0	16.6	-7.8	-20.2	-25.1	-7.0	1.3	-2.2	11.2	9.9
O=S(=O)(c1ccc2nc(-c3ccccc3)[nH]c2c1)N1CCN(c2ccc(Cl)cc2)CC1	2.8	-0.2	12.8	34.6	51.0	-61.5	13.7	4.3	-3.3	-25.8	22.4
O=C(NCc1ccc2c(c1)OCO2)C1CCCN1C(=O)Nc1cccc(Cl)c1 (centres undefined)	2.8	-0.1	12.5	6.4	19.4	-3.7	0.3	1.7	-0.5	-14.5	6.4
CCOCCCNC(=O)Cn1nc(Cc2ccncc2)c2ccccc2c1=O	0.1	-0.1	20.8	-10.0	-8.8	-3.7	-5.4	-4.8	4.2	4.2	19.7
Cc1ccc(-c2nc3ncccn3c2NC2CCCCC2)o1	-0.7	0.0	-7.3	-18.4	2.3	-35.8	4.3	2.9	-0.6	-2.5	-1.9
CC1CCN(C(=O)CSc2nc3cccnc3n2C)CC1	-2.7	0.5	-12.7	6.3	9.0	21.0	17.3	10.9	-1.3	-1.7	3.9
COc1ccc(C(C(=O)NC2CCCC2)N(C(=O)Cc2cccs2)C2CC2)cc1OC (centres undefined)	-0.5	0.1	1.6	7.0	-4.1	-27.5	-4.4	8.4	-1.3	6.9	10.5
CCCc1nc2ccc(NC(=O)c3ccco3)cc2c(=O)n1Cc1ccccc1Cl	-1.8	0.1	14.0	-28.0	23.0	-22.3	30.8	-6.3	-0.2	-5.5	21.5
C=CCN1C(=O)C(=Cc2ccc3c(c2)CCC3)SC1=S	3.2	-0.2	-82.5	-24.4	12.6	-21.5	-1.9	·	·	-0.8	-102.5
COc1cccc(N(C(=O)c2snc(C(N)=O)c2N)C(C(=O)NCC2CCCO2)c2c[nH]c3ccccc23)c1 (centres undefined)	-0.3	-0.2	13.4	-7.7	15.6	-24.9	-0.6	22.8	-1.1	4.6	-1.4
CCOC(=O)CNC(=O)c1cnc(Nc2ccccc2OC)c2ccccc12	-0.3	0.0	17.1	-6.4	-0.6	9.0	13.1	-14.2	0.2	-1.1	4.3
CCCCNC(=O)c1ccccc1Cl	0.3	-0.1	-35.1	-2.3	-5.7	-10.1	10.8	-15.0	3.7	2.7	-16.2
CC(=O)c1sc2nc(C)cc(C)c2c1N	-2.7	0.7	6.9	-0.3	5.2	5.1	0.3	-11.9	-2.1	-6.1	-26.6
COC(=O)C(C)(C)c1cccnc1C#N	-0.5	0.1	-4.2	0.6	-8.7	-50.1	-13.3	-12.5	·	-0.7	6.9

One compound at a time (already shown):
CCCCNC(=O)c1ccccc1Cl in the list: iPSC survival up = 0.3; aDG glyco act = -0.1; HIF-2a inh = -35.1; TWEAK Fn14 block = -2.3; Shn3 3UTR inh = -5.7; NR2E3 ag-1 = -10.1; CF NFkB block = 10.8; TRPM1 prom inh = -15.0; NR2E3 ag-2 = 3.7; KKLEB tox = 2.7; Peg3 promoter = -16.2
COC(=O)C(C)(C)c1cccnc1C#N in the list: iPSC survival up = -0.5; aDG glyco act = 0.1; HIF-2a inh = -4.2; TWEAK Fn14 block = 0.6; Shn3 3UTR inh = -8.7; NR2E3 ag-1 = -50.1; CF NFkB block = -13.3; TRPM1 prom inh = -12.5; NR2E3 ag-2 = ·; KKLEB tox = -0.7; Peg3 promoter = 6.9

Only KKLEB tox and aDG glyco act (2 entries from above):
SMILES | KKLEB tox | aDG glyco act
CCCCNC(=O)c1ccccc1Cl | 2.7 | -0.1
CC(=O)c1sc2nc(C)cc(C)c2c1N | -6.1 | 0.7
